Growth percent in the NCI-60 one-dose screen (48 h, 10 µM unless noted): 100 = growth as untreated, 0 = no growth, -100 = all killed.
T-47D: T-47D breast cancer; AID 1794792; hit rate 5% among 79,000
LOX IMVI: LOX IMVI melanoma; AID 1794757; hit rate 7.4% among 79,000
MALME-3M: MALME-3M melanoma. AID 1794766. hit rate 5.8% among 78,000
MDA-MB-231: MDA-MB-231 breast cancer; hit rate 5% among 81,000; AID 1794789
MCF7: MCF7 breast cancer. AID 1794796. hit rate 6.3% among 82,000
BT-549: BT-549 breast cancer | hit rate 4.4% among 78,000 | AID 1794793
HS 578T: HS 578T breast cancer; AID 1794788; hit rate 4.1% among 78,000
SK-MEL-2: SK-MEL-2 melanoma | AID 1794763 | hit rate 4.7% among 77,000
Numbers without * were called inactive; . = not tested or not shown; & = joins results of further samples. The calls were made as follows: active = growth percent below 10; inactive = the rest.

SMILES | T-47D | LOX IMVI | MALME-3M | MDA-MB-231 | MCF7 | BT-549 | HS 578T | SK-MEL-2
CCN(Cc1cccc(S(=O)(=O)[O-])c1)c1ccc(C(=C2C=CC(=[N+](CC)Cc3cccc(S(=O)(=O)O)c3)C=C2)c2ccccc2S(=O)(=O)O)cc1 | 90 | 96 | 118 | 100 | 90 | 104 | 106 | 115
O=C1Nc2ccccc2/C1=C/c1cccn1CCCCCn1c2ccccc2c(=O)c2ccccc21 | 1.5* | 80 | 84 | 69 | 1.2* | 66 | 90 | 84
O=C(N/N=C/c1c(Cl)cccc1Cl)c1cccc(Nc2ccnc(C(F)(F)F)c2)c1 | 37 | 84 | 113 | 77 | 66 | 91 | 107 | 92
O=C(CCc1nnc(CN2CCN(CCO)CC2)o1)c1nc2ccc([N+](=O)[O-])cc2[nH]1 | 95 | 95 | 105 | 96 | . | 93 | 90 | 86
CCN(CC)CCCC(C)Nc1c(C)cnc2cc(Cl)c(C)cc12 (stereo unspecified) | . | 81 | 110 | 73 | 86 | 69 | 96 | 117
COc1c(F)ccc(C(=O)Nc2ccc3nc(NC(=O)C4CCCN(S(=O)(=O)c5cccc(Br)c5)C4)sc3c2)c1F (stereo unspecified) | 61 | 85 | 99 | 91 | . | 75 | 57 | 95
Cc1ccc(C(=O)Nc2cc(-n3cnc(F)c3)cc(C(F)(F)F)c2)cc1C#Cc1cnc2cccnn12 | 76 | 22 | -3.1* | 49 | 39 | 60 | 36 | 41
CN1C(=O)N(C)C2SC(N/N=C/C=C/c3ccccc3)=NC21 (stereo unspecified) | 62 | 68 | 67 | 82 | 28 | 64 | 90 | 82
Fc1ccc2c(c1)Sc1ccccc1N2 | 76 | 112 | 102 | 102 | 92 | 109 | 95 | 90
O=C(COc1cc(O)c2c(=O)cc(-c3ccccc3)oc2c1)Nc1cccnc1 | 97 | 93 | 92 | 95 | 84 | 75 | 80 | 111
Cn1c(N2CCCCC2)nc(N)c(C=O)c1=O | 108 | 91 | . | 94 | 100 | 96 | 96 | 98
COc1cc(C2=NN(C=O)C(c3cccc(Nc4ccnc5cc(Cl)ccc45)c3)C2)cc(OC)c1OC (stereo unspecified) | 63 | 54 | 89 | 77 | 69 | 62 | . | .
O=C(/C(=C(/c1cccc([N+](=O)[O-])c1)N1CCOCC1)N1CCOCC1)c1ccccc1 | 105 | 98 | 110 | 104 | 99 | 106 | 101 | 129
C=CCO[C@H]1CO[C@H]2[C@@H]1OC[C@H]2OCC=C | 134 | 102 | 111 | 105 | 98 | 102 | 113 | 104
O=S(=O)(NCCCNc1nccc(-c2c(-c3ccc(F)c(O)c3)nc3occn23)n1)c1ccc(Cl)cc1 | 69 | 36 | 5.7* | 40 | 56 | 79 | 64 | 26
Cc1cccc(NC(=O)CN2CCN(c3cc(=O)n(-c4ccccc4)c4ccccc34)CC2)c1 | 33 | 83 | 87 | 76 | 73 | 78 | 85 | 98
COc1cc2c3nc4cc(C)c(C)cc4nc3n(CCC(C)C)c2cc1OC | 73 | . | 77 | 59 | 12 | 86 | 90 | 109
S=C(S)Nc1cccc(Cl)c1 | 94 | 92 | 107 | 96 | 94 | 94 | 106 | 104
CC(C)(C)OC(=O)N1CCc2c(sc3ncnc(Nc4ccc(NC(=O)Nc5ccc(Cl)cc5)cc4)c23)C1 | 55 | 88 | 103 | 75 | 76 | 76 | . | .
C[N+](C)(C)CCCC#CC[N+]1(C)CCc2ccccc2C1 (stereo unspecified) | 116 | 95 | 105 | 107 | 95 | 103 | 106 | 98
Cc1ccc(C)c(Oc2c(/C=N\N=c3\sc4ccccc4n3C)c(C)nn2-c2ccccc2)c1 | 103 | 98 | 92 | 101 | 94 | 83 | 107 | 103
CCCN(CCC)C(=O)c1ccc(C)cc1 | 79 | 95 | 100 | 108 | 92 | 102 | 84 | .
O=C(/C=C/C12c3ccccc3C(c3ccccc31)C1C(=O)NC(=O)C12)c1cccs1 (stereo unspecified) | 40 | 29 | 76 | 52 | 14 | 33 | 36 | 39
N#Cc1cc([N+](=O)[O-])ccc1N/C(N)=N/c1nc2ccccc2s1 | 97 | 99 | 100 | 94 | 97 | 109 | 99 | 101
CCOC(=O)C[C@@H]1C(=O)N2CC[C@]3(C(=O)Nc4ccc(Br)cc43)[C@H]2C[C@@H]1C(=O)OCC | 112 | . | 90 | 98 | 97 | 110 | 109 | 109

Next part, starting with the last 4 of the part before.
SMILES | T-47D | LOX IMVI | MALME-3M | MDA-MB-231 | MCF7 | BT-549 | HS 578T | SK-MEL-2
CCCN(CCC)C(=O)c1ccc(C)cc1 | 79 | 95 | 100 | 108 | 92 | 102 | 84 | .
O=C(/C=C/C12c3ccccc3C(c3ccccc31)C1C(=O)NC(=O)C12)c1cccs1 (stereo unspecified) | 40 | 29 | 76 | 52 | 14 | 33 | 36 | 39
N#Cc1cc([N+](=O)[O-])ccc1N/C(N)=N/c1nc2ccccc2s1 | 97 | 99 | 100 | 94 | 97 | 109 | 99 | 101
CCOC(=O)C[C@@H]1C(=O)N2CC[C@]3(C(=O)Nc4ccc(Br)cc43)[C@H]2C[C@@H]1C(=O)OCC | 112 | . | 90 | 98 | 97 | 110 | 109 | 109
C=CCn1c(SCC(=O)Nc2cccc(C(=O)/C=C/c3ccc(OC)c(OC)c3)c2)nc2ccccc2c1=O | 80 | 80 | 85 | 90 | 45 | 98 | 89 | .
Cc1ccc(Nc2oc(-c3ccccc3)nc2[P+](c2ccccc2)(c2ccccc2)c2ccccc2)cc1 | -29* | -100* | -62* | -84* | -20* | -22* | -39* | -69*
Cc1ccc(-n2c(CSc3ccc(Cl)cc3)nnc2SCc2nc3ccccc3[nH]2)cc1 | 49 | 93 | 73 | 82 | 64 | . | 78 | 81
O=C(c1ccc(Cl)cc1)C1[C@H](c2ccc(Cl)cc2)[C@@H](c2ccccc2)NC12C(=O)Nc1ccccc12 (stereo partly specified) | 40 | 42 | 79 | 54 | 13 | 96 | 67 | 72
CC(C)C1=CC2=CC[C@@H]3C(C)(C)C(=O)[C@@H](O)C[C@@]3(C)[C@@H]2CC1 | 103 | 98 | 103 | 104 | 105 | 112 | 101 | 101
O=C(O)c1ccc(-n2cc(C(c3oc(CO)cc(=O)c3O)c3oc(CO)cc(=O)c3O)c(-c3ccc(F)cc3)n2)cc1 | 112 | 95 | 99 | 101 | 91 | 111 | 91 | 97
O=C(C(=O)c1cc(Br)ccc1O)c1cc(Br)ccc1O | 8.4* | 39 | 31 | 65 | 37 | 22 | 39 | 28
Clc1nc(-c2ccncc2)nc2sc3c(c12)CCCCCC3 | 93 | 95 | 93 | 107 | 97 | 103 | 93 | .
CCOC(=O)C/C(=N\Nc1cc(=O)[nH]c2ccc(OC)cc12)C(=O)OCC | 101 | 97 | 104 | 98 | 88 | 110 | 92 | 117
Cn1c(=O)c2[nH]c(N3CCCCC3)nc2n(C)c1=O | 91 | 108 | 116 | 115 | 93 | 116 | . | 131
O=C(CC1Sc2ccccc2NC1=O)NNc1cc(Cl)ccc1Cl (stereo unspecified) | 69 | 85 | 93 | 77 | 93 | 80 | 70 | .
COc1ccc(C2=CC(c3ccc(C)cc3Br)N3C=CSC3=N2)cc1 (stereo unspecified) | 96 | 96 | 104 | 107 | 109 | 102 | 114 | 113
CN(C)c1nc(N)c(N=O)c(N)n1 | 104 | 99 | 118 | 108 | 102 | 115 | 106 | 104
CC(=O)[C@H]1CC[C@]2(C)[C@@H]1CC[C@@H]1[C@@]3(C)Cc4nc5ccccc5nc4C(C)(C)[C@@H]3CC[C@]12C | 100 | 94 | 91 | 89 | 90 | 99 | 100 | 100
CC1=C[C@H](N(C)C)[C@H]2C[C@@H]1C2(C)C | 92 | 95 | 96 | 105 | 97 | 96 | 102 | 101
COc1ccc(-c2ccc(NC(=O)Nc3cccc(OC)c3)c(C)n2)cc1 | 77 | 90 | 114 | 104 | 95 | 105 | 101 | 95
CCCCCCCC/C=C\CCCCCCCCOc1cccc(CC(=O)NCC[N+]2(C)CCOCC2)c1 | . | 91 | 93 | 87 | 84 | 99 | 81 | 104
N#C/C(=C/c1ccc(Cl)cc1)C(=O)O | 93 | 88 | . | 99 | 92 | 107 | 118 | 106
CCOC(=O)C(=O)c1c(C)[nH]c2ccccc12 | 107 | 85 | 95 | 94 | 94 | . | 120 | 91
O=C1CCC2(CCCCC2)N1 | 96 | 99 | 136 | 113 | 97 | 125 | 104 | 99
N[C@@H]1CCN(C(=O)c2cc3cc(Cl)c(F)c(F)c3[nH]2)C1 | 82 | 84 | 98 | 80 | 94 | 1.7* | 87 | 99
O=C1Nc2ccccc2/C1=N/n1c(N/N=C/c2cccnc2)n[nH]c1=S | 88 | 95 | 115 | 72 | 80 | 80 | 102 | 111
Cc1cccc([N+](=O)[O-])c1C | 113 | 98 | 105 | 103 | 101 | 106 | 109 | 99
COc1ccc(NC(=O)c2sc3nc4c(cc3c2N)CCCC4)cc1 | 32 | 36 | 55 | 49 | 19 | 51 | 43 | 35
CCCCOc1ccc(C(=O)OCC(CC)NCCC)cc1N (stereo unspecified) | 78 | 95 | 98 | 100 | 92 | 91 | 94 | 98

Next part
SMILES | T-47D | LOX IMVI | MALME-3M | MDA-MB-231 | MCF7 | BT-549 | HS 578T | SK-MEL-2
O=C(O)/C=C(/C(=O)O)C1CCCC1 | 106 | 97 | 106 | 108 | 95 | 101 | 103 | 108
NNC(=O)c1cc2ccccc2cc1O | 81&98 | 84&80 | 98&129 | 88&74 | 87&97 | 102&91 | 106&107 | 109&114
CCCCCCCCCCCC1=NCCCN1CCCC | 97 | 77 | 106 | 79 | 91 | 95 | 112 | 107
CCC(=O)N1CCCC1=O | 99 | 105 | 101 | 98 | 96 | 100 | 100 | 90
COc1ccc2cc([C@H](C)C(=O)N/N=C/c3ccc(O)cc3)ccc2c1 | 67 | . | 87 | . | 81 | 66 | . | 101
CN1CCN(c2nc(SCc3ccc(F)cc3)nc(-c3ccc(F)cc3)c2C#N)CC1 | 82 | 77 | 60 | 54 | 84 | 68 | 40 | 98
COC(=O)C1CCN(S(=O)(=O)c2ccc(-c3ccccc3)cc2)CC1 | 102 | 107 | 122 | 115 | 100 | 129 | 117 | 8.5*
COc1ccc(-c2nnc(COc3ccc(-c4nnc(N)s4)cc3)o2)cc1Cl | 84 | 28 | 107 | 72 | 65 | 73 | . | 86
CC(=O)Nc1ccc(S2=Nc3ccccc3S2)cc1 (stereo unspecified) | 89 | 89 | 86 | 88 | 83 | . | 95 | 97
Cc1[nH]c(C2CC(c3cccs3)=NN2C)c(C)c1C(=O)O (stereo unspecified) | 107 | 97 | 96 | 88 | 97 | 91 | 100 | 112
CC(C)=NO | 112 | 101 | 136 | 102 | 96 | 108 | 111 | 116
CCCCCCCCCCCCCC(=O)OCCCC | 94 | 105 | 104 | 111 | 97 | 105 | 110 | .
COc1ccc(-n2nc(C(=O)NCC(=O)Nc3nc4cc(OC)ccc4s3)c3ccccc3c2=O)cc1 | 17 | -32* | -14* | -14* | -6.5* | -23* | -4.5* | -20*
Cc1cc(C)c2c(Cn3nnc(N)c3C#N)cc(=O)oc2c1 | 81 | 71 | 90 | 87 | 89 | 107 | 87 | 82
CCC(C)Cn1cnc2c(SCc3ccccn3)nc(N)nc21 (stereo unspecified) | 104 | 98 | 94 | 90 | 103 | 101 | 98 | 99
CC1(C)CC[C@@]23CC[C@@]4(C)[C@]5(C)CC[C@H]6C(C)(C)C(=O)CC[C@]6(C)[C@H]5CC(=O)[C@]4(OC2=O)[C@@H]3C1 | . | 95 | 92 | 89 | 93 | 101 | 84 | 101
Cn1c(S)c(N=Nc2cccc3ccccc23)sc1=O | 72 | 86 | 82 | 73 | 76 | 78 | 95 | 99
N#CN1CCC[C@H]1C(=O)N1CCc2c(-c3[nH]nc4ncccc34)cccc21 | 13 | 4.5* | 24 | 3.0* | 5.8* | -38* | -2.6* | 3.7*
COc1cc(-c2nc(N3CCOCC3)c3c4c(sc3n2)CCCC4)cc(OC)c1OC | 87 | 96 | 127 | 94 | 101 | 94 | 96 | 94
CCN(CC)CCCC(C)NC(=O)OCC(C)C (stereo unspecified) | 98 | 97 | 107 | 117 | 97 | 97 | . | 93
Clc1ccc(CN2CCO[C@H](CSc3ccccc3)C2)cc1 | 97 | 100 | 119 | 113 | 107 | 112 | 105 | 102
N/N=C(\N/N=C/c1ccccc1)c1ccccc1 | 87 | 98 | 102 | 102 | 89 | 105 | 109 | 115
CC(C)(C)c1cc(C(C)(C)C)c(O)c(C(C)(C)C)c1 | 100 | 107 | 102 | 107 | 102 | 106 | 104 | 104
Clc1cnc(OC2CCC2)nc1-n1cnc2ccccc21 | 56 | 86 | 134 | 98 | 63 | 90 | 79 | 114
OC(c1ccccc1)c1nnc(SCc2ccccc2)n1Cc1ccccc1 (stereo unspecified) | 85 | 99 | 77 | 103 | 93 | 88 | 94 | 84
COc1ccc(C(=O)C2C(c3ccc(OC)cc3)CN(C)C23C(=O)Nc2ccccc23)cc1 (stereo unspecified) | 86 | 93 | 93 | 94 | 99 | 105 | 93 | 97
Cc1c(C(N)=O)sc2ncn(CC(=O)Nc3ccc(Cl)cc3)c(=O)c12 | 102 | 97 | . | 108 | 108 | . | 139 | .

5 compounds out of the list, ordered by molecular weight, descending.
SMILES | T-47D | LOX IMVI | MALME-3M | MDA-MB-231 | MCF7 | BT-549 | HS 578T | SK-MEL-2
CC1(C)CC[C@@]23CC[C@@]4(C)[C@]5(C)CC[C@H]6C(C)(C)C(=O)CC[C@]6(C)[C@H]5CC(=O)[C@]4(OC2=O)[C@@H]3C1 | . | 95 | 92 | 89 | 93 | 101 | 84 | 101
OC(c1ccccc1)c1nnc(SCc2ccccc2)n1Cc1ccccc1 (stereo unspecified) | 85 | 99 | 77 | 103 | 93 | 88 | 94 | 84
Cc1[nH]c(C2CC(c3cccs3)=NN2C)c(C)c1C(=O)O (stereo unspecified) | 107 | 97 | 96 | 88 | 97 | 91 | 100 | 112
Cn1c(S)c(N=Nc2cccc3ccccc23)sc1=O | 72 | 86 | 82 | 73 | 76 | 78 | 95 | 99
CC(C)=NO | 112 | 101 | 136 | 102 | 96 | 108 | 111 | 116

Rows were taken by chance, and some 11% of all compounds hit somewhere here.
